Screening results from PubChem BioAssay.
NPSR antag: qHTS Assay for Antagonists of the Neuropeptide S Receptor: cAMP Signal Transduction. Q6W5P4. CHO-NPSR cells, cAMP TR-FRET, antagonist mode. Potency, µM (series often up to 38.3 µM), for the others: at the highest dose activity change, negative = inhibition, usual class: inhibitors. hit rate 1% among 220,000. AID 1461, 2008; note: % is set by controls: 0 for no effect and ±100 for the full control effect; nearly all actives have a fitted effect of over 50% in size; many of its hits are not listed in these tables
Target sequence (Q6W5P4 whole entry, looked up): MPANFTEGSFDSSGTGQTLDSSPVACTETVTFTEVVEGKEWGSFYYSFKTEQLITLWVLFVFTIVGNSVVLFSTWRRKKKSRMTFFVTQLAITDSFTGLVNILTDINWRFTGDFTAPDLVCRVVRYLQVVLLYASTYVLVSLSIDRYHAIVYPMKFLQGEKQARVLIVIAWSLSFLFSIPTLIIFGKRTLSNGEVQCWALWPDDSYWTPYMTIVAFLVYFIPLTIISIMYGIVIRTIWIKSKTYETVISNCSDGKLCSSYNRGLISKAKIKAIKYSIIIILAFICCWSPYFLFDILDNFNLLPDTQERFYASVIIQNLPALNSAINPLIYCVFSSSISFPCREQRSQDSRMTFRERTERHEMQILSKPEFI
Epigenetic reg: Quantitative High-Throughput Screen for Regulators of Epigenetic Control. murine LDR cells, GFP reporter derepression, 30 h. hit rate 0.2% among 280,000. Potency, µM (highest dose often 53.9 µM), for inactives: at the highest dose GFP activation, actives largely listed as activators; note: % of control where 0% means no effect; nearly all actives have a fitted effect of over 60% in size
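In this reporter-derepression format, murine cells bearing a silenced integrated CMV-GFP locus incubate with test compound (30 h, 37 C), then are washed and imaged; fluorescent objects of 20–120 um count as induced cells.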
JMJD2E inh: qHTS Assay for Inhibitors of Human Jumonji Domain Containing 2E (JMJD2E); hit rate 1.6% among 230,000; Potency, µM (titrated, usually from 57.1 µM), for inactives: at the top dose activity change, negative = inhibition, most hits filed as inhibitors; JMJD2E catalytic domain, FDH-coupled NADH fluorescence (FDH is formaldehyde dehydrogenase); active = well fitted inhibition curve with a large enough effect, not every such curve was filed as active; inconclusive = small, poorly fitted or top-dose-only effect, or another doubt; inactive = no such curve, though single readings can be large or run the other way;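 note: 0% = wells with enzyme and -100% = buffer wells without enzyme; nearly all actives have a fitted effect of over 50% in size; many of its hits are not listed in these tables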
Target sequence (B2RXH2 1-337 limits assumed): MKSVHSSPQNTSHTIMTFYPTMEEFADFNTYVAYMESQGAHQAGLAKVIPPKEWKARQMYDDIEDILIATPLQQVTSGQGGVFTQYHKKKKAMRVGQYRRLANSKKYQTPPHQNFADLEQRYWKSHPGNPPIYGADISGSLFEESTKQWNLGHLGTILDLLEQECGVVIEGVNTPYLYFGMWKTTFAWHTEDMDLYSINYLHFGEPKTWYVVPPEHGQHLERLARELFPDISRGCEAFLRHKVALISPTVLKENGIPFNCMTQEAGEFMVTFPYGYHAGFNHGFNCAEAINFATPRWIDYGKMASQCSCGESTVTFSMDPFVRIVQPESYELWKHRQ
Luc counter: Counterscreen for Luciferase (Kinase-Glo TM) Inhibition | hit rate 0.28% among 200,000 | Luciferin 4-monooxygenase (Photuris pensylvanica), Q27757 | Potency, µM (doses to about 38.3 µM), for the others: top-dose activity change, negative = inhibition, hits mostly inhibitors | AID 1379, 2008 | Kinase-Glo luciferase, ATP luminescence, 8 min; note: % is set by controls: 0 for no effect and ±100 for the full control effect; nearly all actives have a fitted effect of over 60% in size
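Inhibition of Kinase-Glo luciferase light generation was assessed at 10 uM ATP in pH 7.2 imidazole buffer, with luminescence measured after eight minutes at ambient temperature.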
GoLoco inh red: qHTS Assay for Inhibitors of RGS12 GoLoco Motif Activity (Red Fluorophore). Guanine nucleotide-binding protein G(i) subunit alpha-1 (Homo sapiens), P63096. Gai1:RGS12 GoLoco peptide FP, rhodamine, 10 min. Potency, µM (top dose mostly 61.6 µM), for the others: at the highest dose activity, negative = inhibition, actives largely listed as inhibitors. hit rate 0.44% among 230,000; active = well fitted inhibition curve with a large enough effect, not every such curve was filed as active; inactive = no such curve, though single readings can be large or run the other way; note: % is set by controls: 0 for no effect and ±100 for the full control effect; nearly all actives have a fitted effect of over 30% in size; many of its hits are not listed in these tables
Target sequence (P63096 whole entry, looked up): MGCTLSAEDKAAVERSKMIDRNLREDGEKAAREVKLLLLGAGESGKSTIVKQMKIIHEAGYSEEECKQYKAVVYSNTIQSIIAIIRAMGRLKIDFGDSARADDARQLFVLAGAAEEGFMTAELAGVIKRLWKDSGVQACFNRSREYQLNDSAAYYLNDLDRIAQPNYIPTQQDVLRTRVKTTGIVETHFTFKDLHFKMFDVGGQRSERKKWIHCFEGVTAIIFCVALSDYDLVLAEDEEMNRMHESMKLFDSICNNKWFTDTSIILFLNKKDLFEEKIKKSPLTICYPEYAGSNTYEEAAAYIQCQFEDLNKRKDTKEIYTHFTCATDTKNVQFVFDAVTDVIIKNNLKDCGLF
IMPase Li inh: qHTS Assay for Identifying the Cell-Membrane Permeable IMPase Inhibitors: Potentiation with Lithium | CHO-M1 cells, IP1 TR-FRET (IP-One), carbachol + lithium | hit rate 0.35% among 210,000 | Potency, µM (titrated, usually from 59.4 µM), without a hit: at the highest dose activity, negative = IMPase inhibition, hits mostly inhibitors;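 note: IP1 builds up when IMPase is blocked and the TR-FRET signal falls; plate controls were basal vehicle for no effect and high inhibitor control for full effect; nearly all actives have a fitted effect of over 50% in size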
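CHO cells stably expressing M1 receptor (2000/well) were cultured 16–30 h, then exposed to compounds with a small lithium addition for 30 min at 37C. IP1 was measured by TR-FRET competition; AC50 from Hill fits.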
SMN2 splice up: qHTS Assay for Enhancers of SMN2 Splice Variant Expression. Potency, µM (series often up to 46.1 µM), without a hit: top-dose activity change, positive = activation, most hits filed as activators. hit rate 2.8% among 210,000. HEK293 SMN2-luciferase splicing reporter, luminescence, 30-36 h; note: % of control where 0% means no effect; nearly all actives have a fitted effect of over 55% in size
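qHTS luciferase splicing reporter: luminescence rises when SMN2 exon 7 is included in transfected HEK293 cells. Compound exposure lasted 30-36 h at 37C, with 4.5 mM final sodium butyrate as control, followed by a ONE-Glo read.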
RECQ1 helicase: qHTS Assay for Inhibitors of RecQ-Like Dna Helicase 1 (RECQ1) | hit rate 0.54% among 240,000 | RECQ1 DNA unwinding, red fluorescence kinetic read | Potency, µM (series often up to 57.3 µM), for the others: at the highest dose activity, negative = inhibition, hits mostly inhibitors | AID 2549, 2010 | ATP-dependent DNA helicase Q1 (Homo sapiens), P46063;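 note: plate controls were vehicle for no effect and no enzyme for full effect; nearly all actives have a fitted effect of over 30% in size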
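50 nM RECQ1T1 preincubated 15 min with compound in Tris pH 8.0 buffer with MgCl2, DTT, Tween-20 and 2.5 ug/ml poly(dI-dC); started with 200 nM TAMRA/BHQ-2 forked duplex and 2 mM ATP. Unwinding read as fluorescence (525/598 nm), two reads 2 h apart.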
Numbers without * were called inactive; i = inactive; u = inconclusive; x = not tested or not shown; [ ] = remark or other dose. Unless noted, calls come from the whole dose curve; as a rule, active = well fitted curve in the direction sought with a large enough effect; inconclusive = small, poorly fitted or top-dose-only effect, or another doubt; inactive = no such curve, though single readings can be large; an effect the other way counts as inactive or inconclusive. Potency is the fitted concentration of half-maximal effect.

SMILES	NPSR antag	Epigenetic reg	JMJD2E inh	Luc counter	GoLoco inh red	IMPase Li inh	SMN2 splice up	RECQ1 helicase
[O-][n+]1onc2c3cc(-c4ccccc4)nnc3ccc21	19%[46.1 µM]	0.0%	5%	0%	8%	6%[38.3 µM]	-4%	i
CCCCCCc1ccc(-c2ncc(N)cn2)cc1	-10%[46.1 µM]	-1.0%	u	3%	4%	11%[38.3 µM]	11µM*	-6%
O=C(CSc1nc(O)cc(=O)n1-c1ccccc1)Nc1ccccn1	6%	3.2%	-8%	1%	9%	-8%	-12%	-19%
O=C(O)/C=C\C(=O)Nc1ccc(N2CCN(c3ccc(F)cc3)CC2)cc1	1%	-1.1%	2%	2%	9%	4%	x	-16%
O=C(CSc1ccc2nnc(-c3ccc(Cl)cc3)n2n1)N1CCCc2ccccc21	u	-1.0%	-6%	-1%	-28%	u	-14%	-11%
Cc1cc(NC(=O)c2ccc(F)cc2F)n(-c2nc3ccccc3[nH]2)n1	u	-1.1%	19%	-1%	-8%	-15%[38.3 µM]	-29%	-2%
O=C1c2oc3ccccc3c(=O)c2C(c2ccccn2)N1Cc1ccccc1 (stereo not given)	-16%[46.1 µM]	0.9%	-1%	-1%	2%	11%[38.3 µM]	-4%	u
COc1cccc(-c2nc(CS(=O)(=O)CC(=O)NCc3ccccc3OC)c(C)o2)c1	-9%[46.1 µM]	1.0%	-13%	2%	8%	4%	-8%	5%
CC(=O)NCc1nc2ccccc2n1Cc1ccccc1F	4%[46.1 µM]	-1.0%	11%	2%	12%	-6%[38.3 µM]	1%	-6%
Cc1ccc(Cn2nnc3c(=O)n(CC(=O)NCc4ccco4)cnc32)cc1	-4%	0.0%	1%	-7%	-21%	-2%	-32%[inhibitor]	3%
c1ccc(OCc2nnc3n2N=C(c2ccccc2)CS3)cc1	-9%	1.0%	u	1%	11%	5%	-13%	-18%
O=C(COC(=O)[C@H](Cc1ccccc1)NC(=O)c1cccs1)NC1CC1	8%	1.1%	2%	-2%	-3%	2%	3%	0%
CC(=O)Cc1cc(O)c2ccccc2c1OC(=O)c1ccccc1	-3%	u	-8%	0%	50%[activator]	-4%	-3%	i
CC(C)CNC(=O)C1c2ccccc2Oc2ccccc21	21%	-4.9%	-32%	0%	12%	-1%	x	1%
COc1ccc(Br)cc1/C=N/NC(=O)CN1CCN(Cc2ccccc2)CC1	6%	0.8%	-11%	x	5%	x	x	i
CCOC(=O)c1cc(C#N)c(SC)nc1-c1ccccc1	1%[46.1 µM]	1.9%	u	-1%	8%	6%[38.3 µM]	-13%	i
O=C(Nc1nnc(-c2ccccc2Cl)o1)c1nc2ccccc2s1	-18%[46.1 µM]	0.0%	u	1%	8%	25%[38.3 µM]	10%	i
CC(Sc1nnc(COc2ccccc2)n1Cc1ccccc1)C(=O)O (stereo not given)	-10%	2.9%	-1%	0%	16%	2%	x	-7%
CCOC(=O)c1cc(C)[nH]c1C	-14%	0.5%	-1%	x	-3%	x	x	i
CCOC(=O)c1ccc(Cn2c(-c3ccccc3)nnc2-c2ccccc2)o1	-29%[46.1 µM]	0.8%	-2%	5%	0%	29%[38.3 µM]	-11%	-16%
COc1ccc(NC(C)=O)cc1NC(=O)CN1CCN(C(=O)c2ccco2)CC1	-11%[46.1 µM]	0.0%	2%	1%	5%	-2%	5%	-1%
O=C(COC(=O)c1cc[n+]([O-])cc1)NCc1ccccc1Cl	14%	8.6%	-9%	3%	7%	5%	8%	-10%
CC(=O)c1ccc(NC(=O)c2cn(-c3ccccc3)nc2-c2ccncc2)cc1	-23%	-1.0%	0%	0%	16%	u	14%	i
CC(C)CC(=O)O/N=C1\C(=O)N(c2ccccc2)c2ccccc21	-12%[46.1 µM]	-2.0%	0%	0%	3%	2%[38.3 µM]	-14%	-4%
Cc1ccc(/C=C/C2=Cc3c(sc(NC(=O)CSc4n[nH]c(N)n4)c3C#N)C(C)(C)C2)o1	-25%[46.1 µM]	u	-9%	-6%	102%[activator]	12%[38.3 µM]	-25%	20µM*
O=C(O)CNS(=O)(=O)c1ccc(Br)s1	28%[46.1 µM]	1.1%	1%	2%	-11%	-10%[38.3 µM]	-13%	3%
CN(CCOc1ccccc1)CC(=O)Nc1cc([N+](=O)[O-])ccc1Cl	-16%	3.5%	-2%	2%	8%	13%	-55%[inhibitor]	-4%
CN(C)c1nc(/C=C(\C#N)C(N)=O)c(Cl)n1-c1ccc(F)cc1	-13%	1.5%	-2%	-1%	-12%	-7%	-30%[inhibitor]	i
CC/C=C1/OC(=O)c2ccccc21	x	x	x	x	5%	-14%	6%	-5%
CSc1ncccc1C(=O)OCC(=O)NC1CCS(=O)(=O)C1 (stereo not given)	16%[46.1 µM]	0.9%	0%	-1%	4%	-2%[38.3 µM]	-6%	i
CCOC(=O)c1sc(-n2[nH]c(C)cc2=O)nc1C	-7%[46.1 µM]	0.0%	-4%	-3%	9%	7%[38.3 µM]	-3%	3%
Cc1cc(C)cc(NC(=O)Nc2ccc(Cl)cn2)c1	-19%	-1.7%	2%	2%	-11%	-4%	x	i
CN(C)c1nc(OCCNC(=O)Nc2ccccc2)nc(N(C)C)n1	-3%[46.1 µM]	-2.0%	-7%	x	x	x	x	-8%
COc1ccc(N2C(=O)C(CC(=O)Nc3ccccc3)N(Cc3cccs3)C2=O)cc1 (stereo not given)	0%	1.1%	5%	x	-1%	7%	x	-15%
Cc1cc([N+](=O)[O-])cc(C)c1OCC(=O)N/N=C/c1ccc(OC(=O)c2ccccc2Br)cc1	1%	-1.2%	6%	-1%	10%	7%	12%	-9%
COc1cc(C(=S)N2CCOCC2)cc(OC)c1OS(=O)(=O)c1ccc(NC(C)=O)cc1	1%[46.1 µM]	0.3%	-5%	0%	4%	-3%[38.3 µM]	-3%	9%
COc1cc(OC)cc(C(=O)N2CCN(c3ccccc3F)CC2)c1	-9%[46.1 µM]	1.0%	-2%	-4%	6%	20%[38.3 µM]	u	9%
COc1ccccc1C1(CC(=O)O)CCOC(C)(C)C1 (stereo not given)	5%[7.67 µM]	2.8%	-3%	2%	-1%	6%[38.3 µM]	0%	i
CCOC(=O)Nc1ccc(C)cc1NC(=O)OCC	-11%[46.1 µM]	1.3%	-6%	0%	19%	1%[38.3 µM]	14%	-5%
CN(C)c1ccc(/C=N/N=C(N)N)cc1[N+](=O)[O-]	-54%	-4.8%	-13%	1%	14%	16%	15%	i
O=C1CCCCCCC1Sc1ccccc1[N+](=O)[O-] (stereo not given)	-5%[46.1 µM]	1.7%	1%	-4%	-1%	24%[38.3 µM]	3%	-7%
CC(C)n1cnc2cc(NCc3ccco3)ccc21	-15%[46.1 µM]	-3.5%	u	-1%	7%	1%[38.3 µM]	u	-3%
CCOC(=O)C1CCCN(S(=O)(=O)c2ccc(S(=O)(=O)N(CC)CC)cc2)C1 (stereo not given)	29%	-1.1%	-1%	-2%	6%	20%	x	-13%
COc1ccc(N(CC(=O)N/N=C/c2cc(Br)c(C)o2)S(=O)(=O)c2ccc(NC(C)=O)cc2)cc1	-16%	1.2%	-15%	0%	17%	9%	4%	-6%
CCS(=O)(=O)Nc1ccc(-c2nc3cccnc3s2)cc1	36%	1.2%	u	x	6%	-4%	x	i
Cc1cccc2nc(CSc3nc4cc([N+](=O)[O-])ccc4s3)cn12	5%	9.1%	-6%	-1%	-5%	12%	-37%[inhibitor]	-7%
Cc1ccc(C(=O)O/N=C\c2ccc(N3CCOCC3)c([N+](=O)[O-])c2)cc1	-5%[46.1 µM]	0.0%	1%	-1%	-9%	16%[38.3 µM]	-15%	-1%
COC(=O)c1sc2nc(CSc3nc4ccc(C)cc4[nH]3)[nH]c(=O)c2c1C	-4%[46.1 µM]	2.9%	-7%	-2%	52%[activator]	3%[38.3 µM]	-2%	3%

Structures above shown as hits in RECQ1 helicase:
SMILES	NPSR antag	Epigenetic reg	JMJD2E inh	GoLoco inh red	IMPase Li inh	SMN2 splice up	RECQ1 helicase
Cc1ccc(/C=C/C2=Cc3c(sc(NC(=O)CSc4n[nH]c(N)n4)c3C#N)C(C)(C)C2)o1	-25%[46.1 µM]	u	-9%	102%[activator]	12%[38.3 µM]	-25%	20µM*

Next records follow.
SMILES	NPSR antag	Epigenetic reg	JMJD2E inh	Luc counter	GoLoco inh red	IMPase Li inh	SMN2 splice up	RECQ1 helicase
Cc1ccc(-n2ncc(C(=O)Nc3ccc(Cl)cc3)c2C2CCNCC2)cc1C	-11%	-0.1%	4%	0%	21%	6%	-15%	i
CC1CCN(c2c(NCc3ccc(C(=O)N4c5ccccc5CC4C)cc3)c(=O)c2=O)CC1 (stereo not given)	-21%[46.1 µM]	0.0%	-6%	2%	-7%	15%	-6%	-1%
COC(=O)N/N=C/c1cn(CCCOc2ccccc2)c2ccccc12	13%	0.9%	1%	2%	3%	31%[activator]	-23%	i
O=C(CNc1ccccc1-c1ccccc1)NCc1ccccc1	-6%	-0.7%	u	-1%	14%	3%	-6%	-4%
CCCCN(C(=O)c1ccc(Cl)c(S(=O)(=O)N2CCOCC2)c1)c1c(N)n(CCC)c(=O)[nH]c1=O	9%	-0.7%	-13%	x	1%	x	x	i
Cc1ccc(C(C(=O)NC2CCCCC2)N(C(=O)CCCC(=O)Nc2ccccn2)c2ccc3c(c2)OCCO3)cc1 (stereo not given)	-44%	0.0%	-3%	-3%	-4%	12%	-7%	1%
CC(Sc1cccc[n+]1[O-])C(=O)Nc1cccc(S(=O)(=O)N2CCOCC2)c1 (stereo not given)	-51%	u	2%	0%	0%	8%	4%[1.84 µM]	1%

Only part of the results is shown; count on the stated rates, not on these rows.
